Bioassay records: PubChem, The Scripps Research Institute Molecular Screening Center
GalR3 antagonist: GalR3 antagonists in HEK293 cells, primary screen, cell-based, fluorescence readout; HEK293 GalR3-CNG cAMP membrane potential fluorescence; galR3 body fused to GalR1 C-terminus; inhibition, % at 3 µM; 0.44% of 360,000 active; AID 651719, 2012;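 active = inhibition above the screen-wide average plus 3 SD, cut at about 13% in these data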;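 also: forskolin and galanin both at EC90 stimulate the cells; cAMP rise reported by CNG channel membrane potential dye signal; 0% = forskolin plus galanin with DMSO and 100% = forskolin alone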
Target sequence (O60755 1-299 limits assumed): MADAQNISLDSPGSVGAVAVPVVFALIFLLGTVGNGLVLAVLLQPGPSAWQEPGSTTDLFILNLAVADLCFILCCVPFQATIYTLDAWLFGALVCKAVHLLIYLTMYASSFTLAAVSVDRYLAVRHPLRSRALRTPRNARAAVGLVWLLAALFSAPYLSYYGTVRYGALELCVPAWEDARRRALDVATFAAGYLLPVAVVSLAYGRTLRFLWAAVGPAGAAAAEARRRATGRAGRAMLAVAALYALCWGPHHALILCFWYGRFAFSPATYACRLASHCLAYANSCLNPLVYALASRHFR
Starred values were filed as active, the others as inactive. The list is partial (hit frequency here may not be typical).

SMILES	GalR3 antagonist
COc1ccc(C2=Cc3ccccc3C(CC(=O)C3CC3)N2c2ccc(-c3cc(OC)c(OC)c(OC)c3)cc2)cc1 (centres undefined)	-7
CCOC(=O)C1=C(C)N=c2sc(=Cc3cc(Cl)c(OCC(=O)O)c(Cl)c3)c(=O)n2C1c1cccc(OC)c1 (centres undefined)	-5
CCc1nnc(NC(=O)CSc2nnc(CNC(=O)c3ccccc3)o2)s1	-1
CCN(CC(=O)Nc1c(F)cccc1F)C(=O)c1ccc2c(=O)n3c(nc2c1)CCC3	-4
c1cn2cc(-c3ccc(CN4CCOCC4)cc3)ccc2n1	-3
COC(=O)[C@@]1(Cc2ccc(OC)cc2)[C@H]2c3cc(C(=O)N4CCCC4)n(Cc4cc(C)n(C)n4)c3C[C@H]2CN1C(=O)c1ccccc1	-8
CN(Cc1ccc(Cl)cc1Cl)C(=O)C1CC(=O)N(Cc2ccco2)C1 (centres undefined)	0
O=C(NCCCN1CCCC1=O)c1cc(S(=O)(=O)N2CCN(c3ccccc3)CC2)ccc1Cl	-3
O=C1NC[C@@H](CCCCN2C[C@H](Cc3ccc(O)cc3)N(CC3CCCCC3)C(=O)C2=O)N(CC2CCCCC2)C1=O	2
CCCCNC(=O)c1nc(-c2ccccc2)oc1-c1ccc(Cl)cc1	3
CCOC(=O)C1CCCC12Nc1cccc3cccc(c13)N2 (centres undefined)	-3
COC(=O)c1ccc(CNC(=O)Cn2cc(C)c(=O)[nH]c2=O)cc1	-4
Cc1ccc(NC(=O)C(C)OC(=O)COc2cccc(C(F)(F)F)c2)cc1S(=O)(=O)N1CCOCC1 (centres undefined)	-1
COc1ccccc1NC(=O)c1ccc(NC(=O)C2CC2)cc1	-3
COCCCN1C(=O)C(CC(=O)NCc2cccc3ccccc23)CC(C(=O)N(C)C)=C1C (centres undefined)	-3
Nc1cc(Cl)cc2c1-c1ccc(Cl)cc1C2	-6
CCN(c1ccccc1)S(=O)(=O)c1cccc(C(=O)OCC(=O)c2c(N)n(C)c(=O)n(C)c2=O)c1	-5
Cc1cc(C)c(S(=O)(=O)Oc2ccccc2[N+](=O)[O-])c(C)c1	-3
CCCCn1cnc2c(SCc3ccc(Br)cc3)nc(N)nc21	-6
Cc1ccc2c(c1)[C@H]1[C@H](CO2)[C@H](c2ccccc2)[C@]2(C)C(=O)Nc3ccc(F)cc3C(=O)N12	-6
Cc1nc(NC(=O)c2ccccc2)sc1-c1cc(C(=O)O)nn1Cc1ccccc1	3
Cc1cc(Nc2cccc([N+](=O)[O-])c2)cc(=O)n1-c1cccc([N+](=O)[O-])c1	-7
CCn1c(N2CCN(C(c3ccccc3)c3ccccc3)CC2)nc2c1c(=O)[nH]c(=O)n2C	-8
CCNC(=O)C1(C)CCCN(C(=O)c2ccc3c(c2)C(C)(C)CCC3(C)C)C1 (centres undefined)	-6
CCOC(=O)C1=C[C@@H](C(C)(C)C)N(S(=O)(=O)c2ccc(C)cc2)[C@H]1c1ccc(F)cc1	-7

Nothing new here: an excerpt of the list.
SMILES	GalR3 antagonist
CCn1c(N2CCN(C(c3ccccc3)c3ccccc3)CC2)nc2c1c(=O)[nH]c(=O)n2C	-8
CCNC(=O)C1(C)CCCN(C(=O)c2ccc3c(c2)C(C)(C)CCC3(C)C)C1 (centres undefined)	-6
CCOC(=O)C1=C[C@@H](C(C)(C)C)N(S(=O)(=O)c2ccc(C)cc2)[C@H]1c1ccc(F)cc1	-7

(next part)
SMILES	GalR3 antagonist
c1ccc(NCCC2OCC3(CO2)COC(CCNc2ccccc2)OC3)cc1 (centres undefined)	-5
CC(C)CNc1ncnc2c1ncn2[C@H]1CN(C2CCCC2)C[C@@H](CO)O1	-2
CC(=O)c1ccc(N2CCN(Cc3cc(=O)n4c(-c5ccccc5)csc4n3)CC2)cc1	-8
Cc1cc2ccccc2cc1C(=O)c1ccccc1	-1
COc1cc2c(c(OC)c1OC)-c1ccc(SC)c(=O)cc1C(NC(=O)c1ccccc1)CC2 (centres undefined)	10
C=CCCC1CN(Cc2ccco2)S(=O)(=O)c2c(F)cccc2O1 (centres undefined)	-4
Cc1cc(C)c(C=NNc2nc3c([nH]2)c(=O)n(C)c(=O)n3C)c(C)c1	-8
COc1cccc(CN(C)[C@H]2C[C@H]3c4[nH]c5ccccc5c4CCN3C[C@H]2[C@H](C)O)c1OC	-3
O=C(NCc1cccnc1)c1cc(C2CCCCN2C(=O)c2ccccc2)on1 (centres undefined)	0
C[C@@H]1CN([C@@H](C)CO)C(=O)c2cc(NC(=O)C3CCCCC3)ccc2O[C@@H](C)CCCCO[C@@H]1CN(C)Cc1ccncc1	-6
CN(C(=O)COC(=O)COc1ccc(N(C)S(=O)(=O)c2ccc(Cl)cc2)cc1)c1ccccc1	-5
O=C(C1=C(O)C(=O)N(CCN2CCOCC2)C1c1cccc([N+](=O)[O-])c1)c1cc2ccccc2o1 (centres undefined)	-5
Cc1cn([C@H]2C[C@H](O)[C@@H](CNC/C=C/c3ccccc3[N+](=O)[O-])O2)c(=O)[nH]c1=O	-4
COc1ccc(C2C3=C(CC(C)(C)CC3=O)Oc3ncn4nc(-c5ccccc5)nc4c32)cc1 (centres undefined)	-3
COc1ccc(S(=O)(=O)N(C)C[C@@H]2Oc3cc(C#CC4CCCCC4)ccc3S(=O)(=O)N([C@@H](C)CO)C[C@@H]2C)cc1	0
CCCNC(=O)C[C@@H]1C[C@@H]2c3cc(NS(=O)(=O)c4ccc(OC)cc4)ccc3O[C@@H]2[C@@H](CO)O1	-7
Cc1c(-c2ccc(OCCN3CCOCC3)cc2)c(=O)oc2ccc3ccccc3c12	-4
O=C(Cc1cccs1)N[C@@H]1c2ccccc2CC[C@@H]1OCc1ccccc1	-6
c1ccc2nc3c(ccc4ccccc43)cc2c1	-6
CC1C(=O)N(Cc2cn(CCC3OCCO3)nn2)CCS(=O)(=O)N1Cc1ccc(-c2ccc(Cl)c(Cl)c2)cc1 (centres undefined)	-3
COc1ccccc1NS(=O)(=O)c1ccc(NC(=O)c2ccccn2)cc1	-3
CC(=O)Nc1cccc(-c2cnc(NC(C)=O)cn2)c1	-6
COc1cc(OC)c(NC(=O)NNC(=O)C(=O)NC2CC2)cc1Cl	-3
CC(=O)Nc1ccc(C(=O)N2CCCC(c3cc(C(=O)Nc4ccccc4Cl)no3)C2)cc1 (centres undefined)	-8
CC1(C(=O)NS(=O)(=O)Cc2ccccc2C(F)(F)F)CCN1C(=O)c1ccccc1 (centres undefined)	-8

Later entries
SMILES	GalR3 antagonist
O=S(=O)(Nc1ccc2ccccc2c1)N1CCCCC1	-5
C=CCOc1ccc(C=CC(=O)c2c(O)c(OC)c(OC)c(OC)c2OC)cc1	-5
COc1ccc(NC(=O)CCNC(=O)c2ccc([N+](=O)[O-])cc2)cc1S(=O)(=O)N1CCCCC1	-1
COc1ccc(N(C)S(=O)(=O)c2cccc(C(=O)N3CCN(c4cccc(C)c4C)CC3)c2)cc1	-5
Cc1ccc(-c2nc3c(C)cc(Br)cn3c2Cc2ccsc2)cc1	-6
Cc1cccc(NC(=O)CSCC(=O)N(C)Cc2ccc3c(c2)OCCO3)c1	-3
COC(=O)[C@]12CCCCC=C1N(Cc1ccc(Cl)cc1Cl)C(=O)[C@H](CC(=O)N1CCCCC1)C2	-8
Cc1c2c(cc3c1[nH]c1ccccc13)C=NCC2	-6
COc1cccc(NC(=O)C2(C)CCN2C(=O)Cc2ccc(-c3ccccc3)cc2)c1 (centres undefined)	-5
COc1ccc(S(=O)(=O)N2CCOCC2)cc1NC(=O)c1ccc(S(=O)(=O)N2CCCCC2)cc1	3
C=CCNc1cccc2c1S(=O)(=O)N[C@@H](CC(C)C)CO2	-5
CC1(Oc2cnc(Cl)c3ccccc23)CCN(Cc2ccc(-c3ccccn3)cc2)C1 (centres undefined)	-1
COc1ncnc2c1ncn2CCCN(CCCc1ccccc1)CCCn1cnc2c(OC)ncnc21	-6
CC(C)n1nnnc1C1c2ccccc2C(=O)N1CCCn1ccnc1 (centres undefined)	-6
COC(=O)[C@@]12C[C@@H](CC(=O)NCc3ccc(C)o3)C(=O)N(Cc3cccc4ccccc34)C1=CCC(C)(C)C2	-6
CC1(C(=O)NCc2cccc3ccccc23)CCN1C(=O)C1(c2ccccc2)CCCC1 (centres undefined)	-1
O=C1NC[C@@H](CCCCN2CCN(CCc3ccc(O)cc3)C(=O)C2=O)N(CCc2ccc(O)cc2)C1=O	-6
CC1CN(S(=O)(=O)c2cccc(C(=O)N(C)C3CCCCC3)c2)CC(C)O1 (centres undefined)	-5
CC(C)N1CCN(c2ccncc2S(=O)(=O)N2CCN(C)CC2)CC1	-6
CCOC(=O)[C@]12CCC=C1N(Cc1ccc3c(c1)OCO3)C(=O)[C@H](CC(=O)NCc1ccccc1)C2	-6
COc1ccccc1CNC(=O)C[C@H]1CC[C@@H]2[C@H](COC[C@H](O)CN2Cc2ccc3c(c2)OCO3)O1	-4
COc1cc(Cl)ccc1OC1(C)CCN(Cc2ccccc2OC(F)F)C1 (centres undefined)	-1
CCN(c1ccccc1)S(=O)(=O)c1cc(C(=O)NCC(c2ccc(OC)cc2)N(C)C)ccc1C (centres undefined)	-6
Cn1ccc2c(-c3ccc4c(c3)OCCO4)cc3c(c21)C1CCC3C1 (centres undefined)	-6
CCOC(=O)C1=C[C@@H](C(C)(C)C)N(S(=O)(=O)c2ccc(C)cc2)[C@H]1c1ccc(C#N)cc1	-5

Further results
SMILES	GalR3 antagonist
COc1ccccc1CCn1cnc(-c2ccccc2OC)c1C(C)C	-6
C[C@H]1CN([C@@H](C)CO)C(=O)CCCn2nncc2CO[C@H]1CN(C)S(=O)(=O)c1ccc2ccccc2c1	-6
Cc1onc(-c2ccccc2)c1C(=O)N1CCC(C)(C(=O)O)C1 (centres undefined)	2
O=C(NCc1cccnc1)c1csc([C@@H]2C[C@H](O)[C@@H](CO)O2)n1	-1
COc1ccccc1Cc1c(-c2ccc(F)cc2)nc2c(C)cc(Br)cn12	-3
CS(=O)(=O)N1CCCCC1c1cc(C(=O)Nc2ccccc2)no1 (centres undefined)	-5
Cc1ccc(NC(=O)c2ncn(CCCNCc3ccccn3)n2)cc1C	-3
CSc1ccc(SC2CN(Cc3ccc(C)cc3)S(=O)(=O)C2)cc1 (centres undefined)	-4
Cc1noc(C)c1-c1ccc(C(=O)NCCC(F)(F)F)c2occc12	7
COc1ccc(N2CCN(C(=O)C(=O)c3cc(OC)c4ccccc4c3)CC2)cc1	-5
COc1ccc(-c2noc(CCC(=O)N3CCC(c4cc(C)ccc4C)CC3)n2)cc1	0
CC(C)Cc1ccc(-c2cc3nc(NCCCn4ccnc4)ccn3n2)cc1	-4
O=S(=O)(c1ccccc1)N(CC(F)(F)F)c1ccc(C(O)(C(F)(F)F)C(F)(F)F)cc1	-1
COCOCCn1cc(CN2CCS(=O)(=O)N(Cc3ccc(-c4ccc(Cl)cc4)cc3)C(C)C2=O)nn1 (centres undefined)	-6
O=C1NC(=O)C(Cc2ccc(Cl)cc2)(c2ccccc2)N1 (centres undefined)	-4
CC1(Cc2ccc(Cl)cc2)C(=O)Nc2c(Cl)ccc(Cl)c21 (centres undefined)	-4
OC(c1ccccc1)C(O)C(c1ccccc1)N1CCCCC1 (centres undefined)	-4
CCn1cc(C(=O)Nc2ccc(Oc3cccnc3)cc2)c2ccccc21	5
O=C1C(=Cc2cccs2)Oc2ccccc21	-4
C=CCN1C[C@H](COC(=O)c2cccc(C)c2)Oc2cccc(F)c2S1(=O)=O	-10
O=C(C(O)c1ccccc1)N1CCN(S(=O)(=O)c2ccc(OC(F)(F)F)cc2)CC1 (centres undefined)	-7
Cn1c(=O)c2c(-c3ccccc3)n(-c3cc(Cl)c([N+](=O)[O-])cc3O)cc2n(C)c1=O	-6
CCNC(=O)C1CCCN(C(=O)c2ccc3ccccc3c2)CC1 (centres undefined)	-9
Cc1cccc(NC(=O)CSCC(=O)Nc2ccc(N3CCOCC3)cc2N2CCOCC2)c1	-3
CCN(CC)C(=O)[C@H]1CC(CC(=O)NCC23CC4CC(CC(C4)C2)C3)C(=O)N2CCc3c([nH]c4ccc(OC)cc34)[C@]12C (some centres undefined)	-7

Brought forward from above: six compounds, followed by the next part.
SMILES	GalR3 antagonist
C=CCN1C[C@H](COC(=O)c2cccc(C)c2)Oc2cccc(F)c2S1(=O)=O	-10
O=C(C(O)c1ccccc1)N1CCN(S(=O)(=O)c2ccc(OC(F)(F)F)cc2)CC1 (centres undefined)	-7
Cn1c(=O)c2c(-c3ccccc3)n(-c3cc(Cl)c([N+](=O)[O-])cc3O)cc2n(C)c1=O	-6
CCNC(=O)C1CCCN(C(=O)c2ccc3ccccc3c2)CC1 (centres undefined)	-9
Cc1cccc(NC(=O)CSCC(=O)Nc2ccc(N3CCOCC3)cc2N2CCOCC2)c1	-3
CCN(CC)C(=O)[C@H]1CC(CC(=O)NCC23CC4CC(CC(C4)C2)C3)C(=O)N2CCc3c([nH]c4ccc(OC)cc34)[C@]12C (some centres undefined)	-7
O=C1NC[C@H](CCCCN2CCN(CCc3ccc(O)cc3)C(=O)C2=O)N(CCc2ccc(O)cc2)C1=O	-3
CC(=O)N/C(=C\c1ccccc1)C(=O)OCC(=O)Nc1cc(S(=O)(=O)N(C)C)ccc1Cl	-4
O=C(CNS(=O)(=O)Cc1ccccc1)NNc1ccccc1	-6
COc1ccc(B(O)O)c(CN2CCN(C(=O)OC(C)(C)C)CC2)c1	-6
COCCNC(=O)C1(C)CCCN(C(=O)c2cccc(Cl)c2)C1 (centres undefined)	-5
CNc1cncc(-c2cccc(C(=O)N(C)C)c2)n1	-7
Cn1nc(C2CC2)cc1NC(=O)C1(C)CCN1C(=O)CCc1ccccc1 (centres undefined)	-5
CC1=C(C(=O)N2CCOCC2)CC(CC(=O)NCCN2CCOCC2)C(=O)N1Cc1ccc(C(C)(C)C)cc1 (centres undefined)	-8
COc1ccccc1CNS(=O)(=O)c1ccc(N2CCCC2)cc1Br	-6
NC(=O)c1ccc(NC(=O)COC(=O)c2c[nH]c3ccccc23)cc1	-3
COC(=O)C1=C(C)N(Cc2cccc(C(F)(F)F)c2)C(=NCc2ccccc2C(F)(F)F)NC1c1cccc(C(F)(F)F)c1 (centres undefined)	-1
COc1ccc(-c2cc(C(=O)N3CCCCCC3)c3ccccc3n2)cc1	-2
O=C(c1ccc(F)cc1)C1CCN(Cc2ccccc2)CC1	-2
